Pf Dd2 inh: inhibitors of Plasmodium falciparum Dd2 growth; 120,000 compounds, 4.3% hits; P. falciparum Dd2 growth, SYBR Green, 72 h; AID 1347417; Potency, µM (top dose mostly 28.9 µM), without a hit: top-dose activity, negative = inhibition, usual class: inhibitors; active = well fitted inhibition curve with a large enough effect; inconclusive = small, poorly fitted or top-dose-only effect; inactive = no such curve, though single readings can be large or run the other way;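 also: plate controls were DMSO vehicle for no effect and reference drug for full effect; nearly all actives have a fitted effect of over 65% in size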
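Readout: SYBR Green fluorescence, 485 nm excitation, 535 nm emission, after ~16 h lysis at 37C. Before that, Dd2-infected red cells (2.5% hematocrit) grew 72 h with compound, 29 uM top final concentration.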
An asterisk follows results filed as active; i = inactive; ? = inconclusive; & = joins results of further samples; ! = not confirmed by another sample; [ ] = remark or other dose. Potency is read from the fitted curve at half-maximal effect. Some of the compounds tested. The share of hits here may be higher or lower than overall.

nr	structure	Pf Dd2 inh
1	CC(C)NC(=O)C1COC2(CCN(C(=O)c3cccc([N+](=O)[O-])c3)CC2)N1C(=O)c1ccccc1 (stereo unspecified)	i
2	c1coc(-c2nc3ccncc3[nH]2)c1	-24%&-4%[44.1 µM]
3	O=C(Nc1ccc2c(c1)CCCN2C(=O)c1cccs1)c1cccc(C(F)(F)F)c1	i
4	COCC(=O)Nc1ccc(-c2noc([C@@H]3CCCN3Cc3cccnc3)n2)cn1	8.9µM*
5	O=C(NC[C@H]1OC[C@@H](N(Cc2cnc[nH]2)Cc2cnc[nH]2)[C@@H]1O)C1CCCC1	-5%[44.1 µM]
6	COc1ccc(CN2CCOC[C@H]2c2ncc(-c3ccc(S(C)(=O)=O)cc3)[nH]2)cc1	i
7	CCOc1ccccc1C(=O)N(Cc1cccs1)c1ccc(Cl)cc1	-26%
8	O=C1CO[C@H]2CCN(Cc3cccs3)CC[C@@H]2N1Cc1ccccc1	?
9	CCOCc1nc(C2CCCN(C(=O)c3ccsc3)C2)no1 (stereo unspecified)	24%
10	CCCCn1cc2c(c1-c1ccc(Br)cc1)c(=O)n(C)c(=O)n2C	2%
11	O=C1CCN(C(=O)C2CCOCC2)CCCC(c2nc(-c3cccnc3)no2)CCN1 (stereo unspecified)	-15%
12	COc1ccc(N2CC(C(=O)NCc3cccc(Cl)c3)NC2=O)cc1 (stereo unspecified)	-12%
13	O=C(CN1C(=O)CC(c2ccc(F)cc2)=Nc2ccccc21)NCc1ccccc1Cl	?
14	CCS(=O)(=O)c1ncc(CN(C)Cc2cn(C)nc2C)n1CCc1ccccc1	-18%
15	COc1cc(NC(=O)NC[C@H]2O[C@@H](CO)[C@@H](O)[C@H]2N2CCC(C)CC2)cc(OC)c1	-11%
16	Cc1cnc(CCNC(=O)c2ccco2)n1C1CCC1	?
17	Cc1cc(C(=O)N2CCCC(c3nccn3Cc3ccccn3)C2)c(C)o1 (stereo unspecified)	-10%
18	COc1ccc(N2CCN(C(=O)Cn3cccc3-c3nc(-c4ccc5c(c4)OCO5)no3)CC2)cc1	-19%
19	Cn1cccc1C(=O)N1CCCC(c2nc(CCOCC3CCOCC3)no2)C1 (stereo unspecified)	-24%
20	Cc1ccc2oc3c(c(=O)c2c1)C(c1ccccc1F)N(c1ccccn1)C3=O (stereo unspecified)	7%

Filtered by structure, the compounds so far with an aryl methoxy group
nr	structure	Pf Dd2 inh
6	COc1ccc(CN2CCOC[C@H]2c2ncc(-c3ccc(S(C)(=O)=O)cc3)[nH]2)cc1	i
12	COc1ccc(N2CC(C(=O)NCc3cccc(Cl)c3)NC2=O)cc1 (stereo unspecified)	-12%
15	COc1cc(NC(=O)NC[C@H]2O[C@@H](CO)[C@@H](O)[C@H]2N2CCC(C)CC2)cc(OC)c1	-11%
18	COc1ccc(N2CCN(C(=O)Cn3cccc3-c3nc(-c4ccc5c(c4)OCO5)no3)CC2)cc1	-19%

Reformatted: 3 of the compounds above.
16: Cc1cnc(CCNC(=O)c2ccco2)n1C1CCC1
  Pf Dd2 inh: ?
17: Cc1cc(C(=O)N2CCCC(c3nccn3Cc3ccccn3)C2)c(C)o1 (stereo unspecified)
  Pf Dd2 inh: -10%
18: COc1ccc(N2CCN(C(=O)Cn3cccc3-c3nc(-c4ccc5c(c4)OCO5)no3)CC2)cc1
  Pf Dd2 inh: -19%

Additional entries follow.
nr	structure	Pf Dd2 inh
21	Cn1c2c(c3ccccc31)CN(C(=O)Nc1ccc(Cl)cc1Cl)CC2	?
22	CC(C)Cc1noc(CN(C)C(=O)CC2C(=O)NCCN2CC(C)C)n1 (stereo unspecified)	2%
23	Cc1nn(-c2ccccc2)c(OC(=O)C(C)C)c1Sc1ccccc1	-18%
24	CCCn1c(C)cnc1C1CCN(C(=O)C2CC2)C1 (stereo unspecified)	0%
25	Cn1nccc1C(=O)N1CCCC(c2noc(COc3ccccc3)n2)C1 (stereo unspecified)	-21%
26	Cc1ccc(C(=O)N2CCC3(CC2)N=C(c2ccccc2)NO3)cc1F	i
27	CCN1CCOC(=O)C1CC(=O)Nc1cccc(OC)c1 (stereo unspecified)	23%
28	Cc1ccc(N2C(=O)CSC23C(=O)N(CC(=O)NCc2ccccc2)c2ccccc23)cc1C (stereo unspecified)	?
29	CCCC12CN3CC(CCC)(CN(C1)C3c1c[nH]c3ccc(OC)cc13)C2=O (stereo unspecified)	i
30	COc1ccc2c(c1)CN(C(=O)N1CCOCC1)CC[C@H]1COC(=O)N21	11%[44.1 µM]
31	CN(C)c1ncc2c(n1)C(C)(C(=O)NCCOc1ccccc1)CCC2 (stereo unspecified)	-1%[44.1 µM]
32	CCC(C)NC(=O)CSc1nc2cc3c(cc2c(=O)n1CCCCCC(=O)NCc1ccc(OC)cc1)OCO3 (stereo unspecified)	i
33	Cn1ncc2c(C(=O)NCc3ccc(F)cc3)cc(C(C)(C)C)nc21	?
34	O=[S+]([O-])(Nc1cccnc1)c1ccc2c(c1)OCCN(Cc1ccccc1F)C2	-18%[44.1 µM]
35	O=C(Cc1ccccc1)N1CCCC2(C1)Nc1cccnc1NC2=NC1CCCC1 (stereo unspecified)	i[5.79 µM]
36	Cc1ccc(-n2cnc3cc(C(=O)NC4CCCCCC4)ccc32)cc1Cl	?
37	COC(=O)C1CCN(C(=O)CC[C@H]2CNC(=O)[C@@H]3[C@@H](CCN3Cc3ccc(O)cc3)N2C)CC1	18%
38	NC(=O)Cc1c[nH]c2ncc(-c3ccc(Cl)cc3)cc12	?
39	O=c1c2oc3ccccc3c2n(Cc2ccc(Cl)cc2)c(=O)n1Cc1ccccc1	-21%
40	CC1=NS(=O)(=O)N(C)C=C1C(=O)OCc1nc(-c2ccccc2Cl)no1	-16%
41	COc1cc(Nc2ncc3c(n2)CCN(Cc2ccc(OC(C)C)c(OC)c2)C3)cc(OC)c1	i
42	CC1CCN(C(=O)c2ccccc2OCC2CCCN(C3CCSCC3)C2)CC1 (stereo unspecified)	i
43	Cn1cc(CN2CCOC[C@H]2c2ncc(C(C)(C)C)[nH]2)c2ccccc21	10µM*
44	O=C(c1ccc(Cl)cc1)N1CCC(N(C(=O)C2CC2)C2CCOCC2)CC1	-18%
45	Cc1ccc(CN2CCc3nc(N4CCN(C)CC4)ncc3C2)s1	?
46	CC(C)S(=O)(=O)c1ncc(CN(C)Cc2cnn(C)c2)n1CCc1ccccc1	-21%
47	CNC(=O)CCC[C@@H]1[C@H]2CCCN3CCC[C@@H](CN1C(=O)C1CCCCC1)[C@@H]23	-11%
48	COc1cccc(-c2nc(SCC(=O)NCC3CCCO3)c(-c3ccc(Cl)cc3)[nH]2)c1 (stereo unspecified)	?
49	Cc1cc(C)c(NC(=O)Cn2c(=O)c3cccn3c3ccccc32)c(C)c1	5%
50	COc1cc(OC)cc(C(=O)N[C@@H]2CN(c3ncccn3)C[C@H]2CO)c1	?
51	c1cnc2nc(-c3c[nH]c4ncccc34)[nH]c2c1	25µM*!
52	CCOc1ccc(S(=O)(=O)NCc2ccc3c(c2)CCN3C(=O)c2ccc(C)cc2)cc1	?
53	O=C([C@@H]1C[C@H](F)CN1C(=O)Cc1cccs1)N1CCc2ccccc2C1	-20%
54	O=C(c1ccc(Cl)cc1)N1CC2(CCCN(C3CCCCC3)C2)Cc2ccccc21 (stereo unspecified)	?
55	CC(C)Cn1nc2n(c1=O)CCN(S(=O)(=O)c1ccc3c(c1)CCCC3)CC2	?
56	COc1ccc(CCC(=O)NCc2nc3cccnc3n2Cc2ccc(F)cc2)cc1	12%
57	O=c1c2cccnc2n(Cc2ccccc2F)c(=O)n1Cc1ccccc1Cl	?
58	Cc1nc2c(C(=O)NCCCN(CC(C)C)CC(C)C)cnn2c(C)c1Cc1c(F)cccc1Cl	?
59	CC(C)CNC(=O)C1CC(c2ccccc2F)=NO1 (stereo unspecified)	2%
60	CCC1Oc2ccc(NC(=O)C3CCCC3)cc2CN(Cc2ccc(F)cc2)C1=O (stereo unspecified)	i
61	COCc1cn(C[C@H]2CC3CCN2C[C@@H]3C(=O)N2CCN(c3ccccc3OC)CC2)nn1 (stereo partly specified)	54%[activator]
62	Cc1c(F)cccc1CN1CCC2(CC1)CC(c1ccccc1)C(=O)N2C (stereo unspecified)	i
63	CC(C)(C)C1CCc2c(sc(NC(=O)Cn3nnc(-c4ccccc4F)n3)c2C#N)C1 (stereo unspecified)	97%[activator]
64	CCN(C)Cc1nc(C2CCOCC2)nn1CC1COCCO1 (stereo unspecified)	-9%
65	COc1ccc(-c2cc(N3CCC(NC(=O)c4ccc(C#N)cc4)C3)n[nH]2)cc1 (stereo unspecified)	-6%
66	Cc1cc(C)c(NC(=O)CSc2nc(C)cc(C)c2C#N)c(C)c1	i
67	COC(=O)[C@@H]1Cc2c([nH]c3ccccc23)[C@H]2C[C@@H](N3CCCCC3)C[C@@H](c3ccccc3F)N21	4µM*
68	COc1ccc(C)cc1-c1ccc(COc2ccc3c(cnn3CCC(=O)O)c2)cc1	i
69	NC(=O)c1cc(-c2cc(NCc3cccnc3)nc3[nH]ccc23)ccc1F	?
70	Cc1ccccc1Nc1c(-c2ccc(N3CCOCC3)cc2)nc2ccc(Cl)cn12	8.9µM*

Reprinted, compounds 30 to 35
nr	structure	Pf Dd2 inh
30	COc1ccc2c(c1)CN(C(=O)N1CCOCC1)CC[C@H]1COC(=O)N21	11%[44.1 µM]
31	CN(C)c1ncc2c(n1)C(C)(C(=O)NCCOc1ccccc1)CCC2 (stereo unspecified)	-1%[44.1 µM]
32	CCC(C)NC(=O)CSc1nc2cc3c(cc2c(=O)n1CCCCCC(=O)NCc1ccc(OC)cc1)OCO3 (stereo unspecified)	i
33	Cn1ncc2c(C(=O)NCc3ccc(F)cc3)cc(C(C)(C)C)nc21	?
34	O=[S+]([O-])(Nc1cccnc1)c1ccc2c(c1)OCCN(Cc1ccccc1F)C2	-18%[44.1 µM]
35	O=C(Cc1ccccc1)N1CCCC2(C1)Nc1cccnc1NC2=NC1CCCC1 (stereo unspecified)	i[5.79 µM]

Continued:
nr	structure	Pf Dd2 inh
71	CCOCCn1c(=O)[nH]c2cc(C(=O)NCCc3ccc(C)s3)ccc21	-34%
72	CCC(C(=O)NCCn1ccn2nc(-c3ccc(OC)cc3)cc2c1=O)c1ccccc1 (stereo unspecified)	?
73	O=C(Cc1ccc(Cl)cc1)NCC(c1cccs1)S(=O)(=O)c1ccc(Cl)cc1 (stereo unspecified)	-15%
74	CCN1C(=O)c2ccccc2S(=O)c2ccc(C(=O)N3CCN(c4ccccc4)CC3)cc21 (stereo unspecified)	i
75	CCOC(=O)C(C)Sc1ccc2nnc(CCNS(=O)(=O)c3ccccc3)n2n1 (stereo unspecified)	-21%
76	COC(=O)[C@@H](C)NC(=O)[C@H]1CN(C(=O)c2cccnc2)CCN1C(=O)NC(C)C	-12%[44.1 µM]
77	COc1ccccc1-c1cc(-c2cccnc2)nc2c(C)noc12	-20%[44.1 µM]
78	COC(=O)CNC(=O)c1nc(-c2ccc([S+](C)(=O)[O-])cc2)c2ccccn12	-12%
79	COc1ccc(Cn2c(CCC(=O)Nc3cc(OC)c(OC)c(OC)c3)nc3cccnc32)cc1	?
80	O=C(NC1CCCC1)N1CCC(c2noc(C3CC3)n2)C1 (stereo unspecified)	i[5.79 µM]
81	Nc1c(C(=O)Nc2cccc(Cl)c2)sc2nc3c(cc12)CN(Cc1ccccc1)CC3	?
82	Cc1cc(C(=O)N2CCC(N3C[C@H](O)C[C@H]3C(=O)NC3CCCCC3)CC2)n(C)n1	-22%
83	O=[S+]1([O-])NCC2(CCN(Cc3cccnc3)C2)Nc2ccccc21 (stereo unspecified)	4%
84	COc1ccc(Nc2nnc(-c3ccc(C)c(S(=O)(=O)NCc4nc5ccccc5[nH]4)c3)c3ccccc23)cc1	75%[activator]
85	Cc1ccc(NC(=O)Cn2c(=O)n(Cc3nc(C)no3)c(=O)c3cc4c(cc32)OCO4)c(Cl)c1	-12%
86	COc1cccc(C(=O)N2CCN(c3cc(-c4ccc(F)cc4)[nH]n3)CC2)c1OC	-13%
87	COc1ccccc1CNC(=O)c1cc2sccc2n1Cc1ccc(F)cc1	?
88	O=C1CCN(C(=O)CC(c2ccccc2)c2ccc3c(c2)OCO3)CCN1 (stereo unspecified)	-2%
89	Cc1cccc(NC(=O)c2cc3c([nH]c2=O)CC(c2ccccc2)CC3=O)c1 (stereo unspecified)	3%
90	Cc1ccc(CN2CCN3C(=O)N(C4CCOCC4)C[C@H]3C2)cc1	21%[44.1 µM]
91	CC(C)c1nnsc1CNCc1ccccc1OCCCCN1CCOCC1	?
92	COc1ccc(-c2ccc3c(c2)C(=O)N2CCN(C(=O)C4CCCCC4)C[C@@H]2C(=O)N3)cc1	i
93	CC(=O)N1CCC(C(=O)Nc2nc3c(s2)C[C@]2(C)CC[C@@H]4[C@H](OC(=O)[C@H]4C)[C@H]2[C@@H]3C)CC1	i
94	CNC(=O)N1CCC(C2CCN(C(=O)NC(C)(C)C)C2)CC1 (stereo unspecified)	20%
95	Cc1ccccc1CN(CC1CCCO1)C(=O)c1cccc(CCC(C)(C)O)c1 (stereo unspecified)	-7%
96	O=C(CC(c1ccccc1)c1ccccc1Cl)N1CCCC1 (stereo unspecified)	-10%
97	CN1CCCN(C[C@@H]2CN(S(C)(=O)=O)C[C@@H]2CO)CC1	-3%
98	Cc1ccc(Cl)cc1NC(=O)Nc1c(C)n(C)n(-c2ccccc2)c1=O	17%
99	CCOC(=O)c1c(NC(=O)c2nc(SCC)ncc2Cl)sc2c1CCCC2	55%[activator]
100	Cc1cc2c(cc1NC(=O)c1ccccc1C)n(C)c(=O)c(=O)n2C	i
101	Cc1noc(C2CC3(CCN(C(=O)c4n[nH]c5ccccc45)CC3)CN2C)n1 (stereo unspecified)	?
102	Cc1ccc(Cn2c(CNC(=O)Cc3cccc(C)c3)nc3cccnc32)cc1	-4%
